TTR transcr act: TTR transcription activation, primary screen; SH-SY5Y TTR promoter Gaussia luciferase, luminescence; 100% = recombinant luciferase protein wells; activation, % at 16.7 µM; 1.3% of 92,000 active;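 active = activation above the mean of all tested compounds plus 3 SD, cut at about 9.5% in these data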;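 also: cells exposed to compounds for one day before reading; 0% = median of all test compound wells on the plate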
The depositor's hits bear a star. This is a subset. The share of hits here may be higher or lower than overall.

TTR transcr act	compound
2.0	O=C1C(=O)N(Cc2cccnc2)C(c2ccccn2)/C1=C(/O)c1ccc(Br)cc1 (configuration not stated)
-2.0	COc1ccccc1OCc1ccc(C(=O)NN)o1
0.9	Cc1ccc2c(c1)CCCN2C(=O)c1ccc2c(c1)OCO2
-0.3	C=C(C)Cn1c(CCNC(=O)CCC)nc2ccccc21
-1.1	O=C(Nc1ccc(Br)c(C(F)(F)F)c1)[C@@H]1CC=C[C@@H]2CCN(CC3CC3)C(=O)[C@@H]21
-0.6	O=C(COC(=O)C1=NNC(=O)CC1)NCCc1ccccc1
-1.0	COc1ccc(NC(=O)c2cc(S(=O)(=O)N3CCCC3)c[nH]2)cc1
-0.7	COc1ccc2[nH]c3c(c2c1)CCN[C@]31C(=O)N(Cc2cn(Cc3ccccc3)nn2)c2ccc(F)cc21
-1.3	CN1C(=O)NC(c2ccccc2)(C(F)(F)F)S/C1=C(/C#N)c1nnc(N2CCOCC2)n1-c1ccccc1 (configuration not stated)
2.1	c1ccc(CCc2nc(-c3ccncc3)no2)cc1
-1.0	CCOC(=O)C1(CCc2ccccc2)CCN(Cc2ccc(O)cc2)CC1
-0.9	Clc1ccc(Nc2ncnc3c2nnn3Cc2ccccc2)cc1
1.1	CN1CCN(C(=O)/C=C/c2ccc3c(c2)OCO3)CC1
-1.2	CC1CCCCN1C(=O)CCn1c(=S)oc2ccccc21 (configuration not stated)
-0.1	COCCNC(=S)NNc1cccc(C(=O)O)c1
-2.3	CCOC(=O)C1=C(O)CSC1=Nc1cccc(Cl)c1
-2.7	COc1ccccc1N1CCN(/N=C/C(Cl)=C/c2ccccc2)CC1
-0.8	Cc1cc(C)cc(Oc2coc3cc(O)ccc3c2=O)c1
-2.7	C=CC(=O)Nc1cccc(Oc2cc(Cl)nc3[nH]ccc23)c1
-0.5	CNC[C@@H]1OCc2ccccc2-c2c(n(C)c3ccccc23)C(=O)N([C@H](C)CO)C[C@H]1C
-1.5	Fc1ccc(-c2nnc(CN3CCN(c4ncc(C(F)(F)F)cc4Cl)CC3)o2)cc1
0.3	CCNC(=O)n1cc(-n2cncn2)c(-c2ccc(Cl)cc2)n1
0.3	CN1OC[C@@H]2CN[C@H](c3cccc(Oc4ccccc4)c3)C[C@@H]21
1.9	O=C(Nc1c2c(nn1-c1ccccc1)CS(=O)C2)c1ccc(S(=O)(=O)N2CCOCC2)cc1 (configuration not stated)
-4.0	Cc1nc2ccccc2n1CCc1nc2c3ccccc3nc(=S)n2[nH]1
4.8	O=c1c(N2CCCCC2)coc2ccccc12
-1.1	O=C(NCC1CCCO1)c1ccc(CS(=O)(=O)c2ccc(Cl)cc2)o1 (configuration not stated)
-0.4	Cc1cccc(NC(=O)COc2cccc3c2CCNC3=O)c1
-3.2	COc1ccc(CN2CCN(C(=O)CN3C(=O)C4C5C=CC(C5)C4C3=O)CC2)c(OC)c1OC (configuration not stated)
0.3	Nc1ccc(Nc2ccncc2)cc1
0.9	O=C1CCCc2c1cnc1ncnn21
3.7	COc1ccc(C(C)=O)cc1COc1ccc(-n2cnnn2)cc1
-0.2	O=C(c1ccccc1)N1CCc2ccccc21
1.1	COc1cccc(/C=C(/C(=O)OCC(N)=O)c2ccccc2)c1
-1.0	COc1cc(-c2csc(C)n2)ccc1O
-1.5	CCC1(C(=O)OC)NC(c2ccco2)C2C(=O)N(c3ccccc3)C(=O)C21 (configuration not stated)
1.8	COc1ccc(CNC(=O)CCSCc2cccc(F)c2)cc1
-1.0	CCN(CC)S(=O)(=O)c1cc(C(=O)O)ccc1Cl
1.4	CCCNc1nc(Cl)nc(Nc2ccc(Cl)cc2)n1
-3.5	CCOc1ccc(CSCCNC(=S)Nc2ccc(OC)cc2)cc1
-1.0	CCCC(=O)Nc1nnc(S(=O)(=O)N(CC)c2ccc(OC)cc2)s1
0.0	O=C(COC(=O)c1cccs1)NCCC1=CCCCC1
0.0	Cc1ccc(Cn2nnnc2CN2CCC(O)(c3ccc(F)cc3)CC2)cc1
3.4	COc1cc(/C=N/NC(=O)c2ccncc2)ccc1OC(=O)c1ccccc1Cl
-1.2	Fc1ccc(CN2C3=NCCCN3c3ccccc32)cc1
7.2	COc1cc(Cl)c(C)cc1NC(=O)Cn1c(NCCO)nc2ccccc21
-0.5	CC(=O)Nc1ccc(S(=O)(=O)N2CCC(NC(C)=O)(c3cccc(F)c3)CC2)cc1
-0.8	CN(C(=O)COc1ncnc2sccc12)c1ccccc1
-1.3	N#CC1=C(N)OC2=C(C(=O)CCC2)C1c1cc2c(cc1Cl)OCO2 (configuration not stated)
-2.8	Cc1cc(O)c(/C=N/Nc2ccccc2)c(=O)o1

4 entries picked at random from those above, as already listed:
TTR transcr act	compound
7.2	COc1cc(Cl)c(C)cc1NC(=O)Cn1c(NCCO)nc2ccccc21
0.3	Nc1ccc(Nc2ccncc2)cc1
-0.4	Cc1cccc(NC(=O)COc2cccc3c2CCNC3=O)c1
0.9	O=C1CCCc2c1cnc1ncnn21

(cont.)
TTR transcr act	compound
1.3	CCOC(=O)c1ccc(NC(=O)COC(=O)Cc2csc(-c3ccccc3)n2)cc1
-2.2	CC(C)CN1C=C2C(=O)C(C)(OC(=O)CCc3ccccc3)C(=O)C=C2C=C1c1ccc(C#N)cc1 (configuration not stated)
2.3	CC1Cc2cc(S(=O)(=O)N3CCN(C)CC3)ccc2N1C(=O)C1CC1 (configuration not stated)
7.0	Cc1cccc(NC(=O)c2cc(S(=O)(=O)N3CCCCC3)c[nH]2)c1
-2.4	Cc1ccc2oc(Nc3nc(C)c(C)c(C)n3)nc2c1
4.8	CCOC(=O)CON1C(=O)C(=O)N(OCC(=O)OCC)[C@H]2CCCC[C@H]21
16*	O=C1[C@H]2[C@@H](c3ccc(Cl)cc3)N3C(=O)N(c4cccc(Cl)c4)C(=O)[C@@]3(Cc3ccccc3)[C@H]2C(=O)N1C1CCCCC1
-1.9	Cc1cc(C)nc(NC(=O)/C=C/c2cccs2)c1
0.8	COc1ccc(CCN2CC(C(=O)NCC(c3ccccc3)N(C)C)CC2=O)cc1OC (configuration not stated)
0.3	Cc1cc(C(=O)Nc2ccccc2C(=O)O)oc1C
3.9	Cc1cc(C)nc(/N=C(\NC(=O)C(C)(C)C)Nc2ccccc2)n1
-1.4	Cn1nc(OCC(=O)O)cc1C(F)(F)F
-2.7	COc1ccc(N2CCN(C(=O)CSc3nc4[nH]ncc4c(=O)n3-c3cccc4ccccc34)CC2)cc1
-1.9	CCc1nc2c(OCCOc3ccccc3)cccn2c1N(C)C(=O)c1cccs1
4.6	CCc1ccc(OCC(=O)NNC(=O)CSc2ncnc3sc(C)c(C)c23)cc1
0.2	CSc1nnnn1-c1c(C)cc(C)cc1C
2.5	NC(=NC(=O)c1ccccc1)N1CCN(C(c2ccccc2)c2ccccc2)CC1
2.2	CC(OC(=O)c1ccc(NC(=O)CC#N)cc1)C(=O)Nc1ccc(Oc2ccccc2)cc1 (configuration not stated)
0.7	O=C(c1cccc(C(F)(F)F)c1)c1c[nH]c(C(=O)NCCCN2CCOCC2)c1
-0.8	N#CCC(=O)Nc1ccc(C(=O)OCC(=O)N2CCCC2=O)cc1
-1.2	COc1cccc(NC(=O)c2cc([N+](=O)[O-])ccc2NC(=O)CNCC2CCCO2)c1 (configuration not stated)
-3.4	Cc1c(C#N)c(N)c(C(=O)c2ccccc2)n1Cc1ccccc1
-4.8	COc1cccc(O)c1CN1CCC(C(=O)Nc2ccc(-c3cccc(C)c3)cc2)CC1
-2.0	Cc1nc2ncccn2c1-c1csc(Nc2ccccc2)n1
0.0	O=C(N/N=C/c1ccc([N+](=O)[O-])cc1)C(=O)N1CCCC1

4 entries already listed, arranged by count of non-hydrogen atoms, lowest first:
TTR transcr act	compound
0.3	Cc1cc(C(=O)Nc2ccccc2C(=O)O)oc1C
0.7	O=C(c1cccc(C(F)(F)F)c1)c1c[nH]c(C(=O)NCCCN2CCOCC2)c1
2.2	CC(OC(=O)c1ccc(NC(=O)CC#N)cc1)C(=O)Nc1ccc(Oc2ccccc2)cc1 (configuration not stated)
-2.7	COc1ccc(N2CCN(C(=O)CSc3nc4[nH]ncc4c(=O)n3-c3cccc4ccccc34)CC2)cc1

New compounds follow:
TTR transcr act	compound
23*	Cc1nc(-c2nnc(SCC(=O)Nc3ccc(Cl)cc3)n2C)cs1
2.4	COc1ccc(C(=O)NC2CCc3ccccc32)cc1OC1CCN(C(C)=O)CC1 (configuration not stated)
0.1	CC(C)COC(=O)N(C)C[C@@H]1OCc2cn(nn2)CCCC(=O)N([C@@H](C)CO)C[C@H]1C
-0.8	COc1cc(-c2nnc(NC(=O)c3ccc(S(=O)(=O)N4CCOCC4)cc3)o2)cc(OC)c1OC
-0.2	C[C@@H]1CCN(C2CC2)S(=O)(=O)c2ccc(N3CC[C@H](O)C3)cc2O1
0.2	O=c1cc(-c2ccc(Cl)cc2)oc(=O)[nH]1
-1.2	C/C(=N\NC(=O)c1cc(C(C)C)[nH]n1)c1ccco1
3.2	CC(C)(C)NS(=O)(=O)c1ccc(CCC(=O)N2CCOCC2)cc1
-1.7	CCOc1ccc(-c2csc(N)c2C(=O)OC)cc1
3.9	Cc1nn(C)c(C)c1S(=O)(=O)N1CCC(C(=O)NCCC2=CCCCC2)CC1
-2.2	CCCCC(=O)NCCc1ccc(OC)cc1
-0.5	COc1cc(OC)cc(C(=O)NC(=S)Nc2nnn(C)n2)c1
-1.2	Cc1cc(C(=O)NNC(=S)NC(=O)/C=C/c2ccccc2Cl)n[nH]1
2.1	CC(C)(C)Nc1c([N+](=O)[O-])c(=O)sc2ccccc12
1.6	Cc1cc(C)c(S(=O)(=O)N2CCCc3ccccc32)c(C)c1
1.0	CC(C)CCNC(=O)C(=O)Nc1cc2c3c(c1)CC(=O)N3CCC2
14*	Nn1cc(-c2ccccc2)nc1SCC(=O)Nc1ccc2c(c1)OCO2
5.5	CCOC(=O)[C@@H]1CSCCS(=O)(=O)N1
4.6	CC(C)(C)n1cnnc1Sc1ncccc1[N+](=O)[O-]
-0.7	COc1cc(/C=N/NC(=O)CCc2n[nH]c(=O)[nH]c2=O)ccc1O
0.6	O=C(Nc1ccc(Br)cc1)C1CCN(C(=O)c2ccc(F)cc2)CC1
-0.9	Cc1ccc(NC(=O)Nc2nc3ccccc3s2)cc1NC(=O)Nc1nc2ccccc2s1
0.5	C/C(=C/c1ccccc1)C(=O)N1CCC(C)CC1
-2.3	O=C(CC(Nc1cccc(Cl)c1Cl)C(=O)O)c1ccccc1 (configuration not stated)
0.3	Cn1c(CNC(=O)CCNC(=O)c2cccc(Br)c2)cc(=O)n(C)c1=O

Given as tab-separated lines: part of the list above.
SMILES	TTR transcr act
CC(C)(C)NS(=O)(=O)c1ccc(CCC(=O)N2CCOCC2)cc1	3.2
COc1cc(-c2nnc(NC(=O)c3ccc(S(=O)(=O)N4CCOCC4)cc3)o2)cc(OC)c1OC	-0.8
CCCCC(=O)NCCc1ccc(OC)cc1	-2.2

(list continues)
TTR transcr act	compound
0.8	CC(C)OC(=O)/C(C#N)=C/c1c[nH]c2ccccc12
12*	O=C1CCCCC1Nc1ccc([N+](=O)[O-])cc1 (configuration not stated)
0.3	O=Nc1ccc(Cl)cn1
-1.5	O=C(C[C@@H]1C/C=C/CC[C@H](Cc2ccc(F)cc2)C(=O)O[C@H](c2ccccc2)CNC1=O)NCCO
-2.1	Oc1ccccc1/C=N/NC(=S)NC1CC2CC1C1C=CCC21 (configuration not stated)
4.6	O=C(CSCc1ccc(Cl)cc1)N/N=C/c1ccco1
0.4	CN(C)c1ccc(CNS(=O)(=O)c2ccc3c(c2)C(C)(C)C(=O)N3C)cc1
3.5	CCn1c(Cn2nnc(-c3ccccc3)n2)nnc1SCC(=O)Nc1ccc(C(C)=O)cc1
1.7	Cc1c(Cl)cccc1NC(=S)N1CCCN(Cc2ccc(F)cc2)C1
-2.4	Cc1cccc(NC(=S)NCc2ccccc2Cl)c1C
-1.2	CCCCNC(=O)Nc1ccc(C2SCCS2)cc1
-0.1	COc1ccc(C(=O)Nc2cc(C)on2)c(OC)c1
-1.7	CCOC(=O)c1cncc(C#CCOC(=O)Nc2ccc(OC(F)(F)F)cc2)c1
-0.5	CC(NC(=O)Cc1ccccc1[N+](=O)[O-])c1ccccc1 (configuration not stated)
-1.2	CCCn1nc(C(=O)Nc2nnc(CC)s2)c2ccccc2c1=O
1.2	CN1/C(=C\C(=O)c2cccnc2)C(C)(C)c2ccccc21
0.9	NC(=O)c1cccc(-c2ccnc3c2CC(C(=O)Nc2ccccc2)O3)c1 (configuration not stated)
-0.3	Cc1ccccc1C(=O)N1CCc2c([nH]c3ccccc23)C1C(F)(F)F (configuration not stated)
-1.8	CC1(C(=O)NCc2ccccc2Br)CCN1Cc1ccc2ccccc2c1 (configuration not stated)
-1.3	CCN(Cc1nc(-c2ccccc2)no1)C(=O)c1ccco1
0.0	COC(=O)[C@]12CCCCC=C1N(CCc1ccc(OC)c(OC)c1)C(=O)[C@H](CC(=O)NCCCN1CCCC1=O)C2
1.8	CC(C)c1ccc(NC(=O)C2CSC3(C)CCC(=O)N23)cc1 (configuration not stated)
-2.9	O=C1NC(=S)S/C1=C\c1cccc([N+](=O)[O-])c1
0.7	O=C(CCc1nc2ccccc2c(=O)[nH]1)NNC(=O)COc1cccc(F)c1
0.2	O=C(O)C(Cc1ccccc1)n1c(=S)[nH]c2ccccc2c1=O (configuration not stated)
-4.2	CC1=CCC(COC(=O)Nc2ccccc2)CC1 (configuration not stated)
-0.5	C[C@H]1CN([C@@H](C)CO)S(=O)(=O)c2ccc(-c3cncnc3)cc2O[C@H]1CN(C)C(=O)NC1CCCC1
1.4	Cn1c2ccccc2n2c(=O)c(=O)n(CC(=O)c3ccc(Cl)cc3)nc12
1.1	COc1ccc(NC(=O)CN2C(=O)NC3(CCCCCC3)C2=O)cc1Cl
2.1	N#CCCN(C(=O)COC(=O)c1cccc(S(=O)(=O)N2CCCC2)c1)c1ccc(F)cc1
7.6	C[C@@H]1[C@@H](O)C[C@@]2(C[C@H](O)c3cc(F)ccc3O2)O[C@H]1c1ccccc1Cl
0.0	COc1ccc(/C=C(/NC(=O)c2ccccc2)C(=O)NCCN2CCOCC2)cc1OC

Source: PubChem BioAssay
